IDH1 R132H inh = human IDH1 R132H inhibition; 390,000 tested, 0.093% active; O75874; Potency, µM (top dose mostly 76.6 µM), for the others: top-dose activity change, negative = inhibition, most hits filed as inhibitors; IDH1-R132H enzyme, NADPH consumption, diaphorase/resazurin fluorescence; note: potency is the fitted concentration of half-maximal effect; % is set by controls: 0 for no effect and ±100 for the full control effect; nearly all actives have a fitted effect of over 65% in size
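IDH1-R132H (0.5 ug/mL) preincubated 30 min with compound, then NADPH (0.016 mM) and alpha-KG (2 mM) added; 80 min at RT, pH 7.5. Remaining NADPH coupled via diaphorase/resazurin to fluorescence (540/590 nm); concentration-response curves normalized to no-enzyme control.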
Vif-A3F inh = inhibitors of Vif-A3F interaction | Potency, µM (series often up to 46.1 µM), for inactives: at the highest dose activity, negative = active | HeLa A3F-eYFP + Vif (tagged APOBEC3F with the HIV-1 protein that degrades it), YFP fluorescence increase | 390,000 tested, 0.2% active | AID 602313; note: potency is the fitted concentration of half-maximal effect; % of control where 0% means no effect; nearly all actives have a fitted effect of over 65% in size
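HeLa cells stably expressing A3F-eYFP plus Vif, plated and incubated overnight at 37 deg C, then exposed to compounds overnight at 37 deg C. Blocked degradation read as raised yellow fluorescence (Ex 488/Em 500-530).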
TrxR1 substrate = is turned over as a substrate by rat TrxR1; O89049; Potency, µM (titrated, usually from 114 µM), for inactives: at the highest dose activity change, negative = substrate turnover; 390,000 tested, 0.01% active; AID 588456; purified TrxR1 substrate turnover, NADPH consumption readout; note: potency is the fitted concentration of half-maximal effect; % is set by controls: 0 for no effect and ±100 for the full control effect; nearly all actives have a fitted effect of over 50% in size
Target sequence (O89049 whole entry, looked up): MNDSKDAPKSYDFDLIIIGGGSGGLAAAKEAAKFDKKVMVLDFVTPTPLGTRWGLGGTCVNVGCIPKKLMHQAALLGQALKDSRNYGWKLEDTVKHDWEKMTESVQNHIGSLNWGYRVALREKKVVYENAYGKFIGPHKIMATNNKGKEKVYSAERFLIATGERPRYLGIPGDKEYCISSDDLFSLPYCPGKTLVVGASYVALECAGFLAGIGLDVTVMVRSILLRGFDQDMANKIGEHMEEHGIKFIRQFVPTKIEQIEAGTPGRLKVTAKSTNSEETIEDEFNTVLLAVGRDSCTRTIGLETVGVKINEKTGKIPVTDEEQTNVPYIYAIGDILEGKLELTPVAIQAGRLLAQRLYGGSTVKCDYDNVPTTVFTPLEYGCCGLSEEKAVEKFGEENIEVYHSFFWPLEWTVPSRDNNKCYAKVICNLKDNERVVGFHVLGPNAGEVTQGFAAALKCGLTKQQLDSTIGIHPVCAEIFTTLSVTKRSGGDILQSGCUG
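Rat TrxR1, dispensed at 90 nM, was prereduced with 400 uM NADPH (final) for 5 min at ~22 deg C, then incubated with compound 15 min before 400 uM selenite. A first-read NADPH fluorescence drop versus no-compound background flagged substrates.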
USP1 inh = blocks the human USP1/UAF1 deubiquitinase complex; O94782; recombinant USP1/UAF1, Ub-Rhodamine cleavage fluorescence; Potency, µM (series often up to 57.1 µM), for the others: top-dose activity change, negative = inhibition, actives largely listed as inhibitors; 390,000 tested, 0.23% active; AID 743255; note: potency is the fitted concentration of half-maximal effect; % is set by controls: 0 for no effect and ±100 for the full control effect; nearly all actives have a fitted effect of over 60% in size; inactives centre near -12
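Step one: compound is pinned into 1nM USP1/UAF1 in HEPES pH 7.8 buffer with TCEP. Step two: 15 min room-temperature incubation. Step three: Ub-Rho (150nM final) starts cleavage, tracked by fluorescence over six one-minute reads.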
RXFP1 ag = agonists of human relaxin receptor RXFP1. Q9HBX9. HEK293T-RXFP1 cAMP TR-FRET, 30 min; response scale: percent of porcine relaxin response, buffer zero. Potency, µM (highest dose often 57.5 µM), inactives show at the highest dose activation, hits mostly activators. 370,000 tested, 0.3% active. AID 2676; note: potency is the fitted concentration of half-maximal effect; % is set by controls: 0 for no effect and ±100 for the full control effect; nearly all actives have a fitted effect of over 60% in size; many of its hits are not listed in these tables
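HEK293T cells stably expressing RXFP1 were pretreated with the PDE4 inhibitor Ro 20174, exposed to compounds for 30 min at 37C, lysed, and cAMP was read by TR-FRET. Data normalized to buffer (basal) and 29 nM porcine relaxin (100%).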
Vif-A3G inh = blocks the Vif interaction with human APOBEC3G. Potency, µM (titrated, usually from 46.1 µM), inactives show at the top dose activity, negative = active, most hits filed as inhibitors. AID 602310. 410,000 tested, 0.076% active. HeLa A3G-eYFP + Vif (tagged APOBEC3G with the HIV-1 protein that degrades it), YFP fluorescence, overnight. Q9HC16;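 note: potency is the fitted concentration of half-maximal effect; % is set by controls: 0 for no effect and ±100 for the full control effect; nearly all actives have a fitted effect of over 60% in size; hits raise eYFP signal because A3G escapes Vif-driven loss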
Target sequence (Q9HC16 whole entry, looked up): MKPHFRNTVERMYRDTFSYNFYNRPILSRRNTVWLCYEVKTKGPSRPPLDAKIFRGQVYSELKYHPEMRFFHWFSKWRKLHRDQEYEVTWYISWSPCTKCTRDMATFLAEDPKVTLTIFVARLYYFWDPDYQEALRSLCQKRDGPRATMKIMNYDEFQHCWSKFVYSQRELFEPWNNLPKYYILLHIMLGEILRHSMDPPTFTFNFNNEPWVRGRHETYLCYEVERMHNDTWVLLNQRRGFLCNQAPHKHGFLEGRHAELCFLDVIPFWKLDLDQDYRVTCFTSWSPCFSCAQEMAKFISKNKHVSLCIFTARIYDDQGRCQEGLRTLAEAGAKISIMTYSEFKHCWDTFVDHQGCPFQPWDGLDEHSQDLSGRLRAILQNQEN
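Read-out is eYFP fluorescence (Ex 488/Em 500-530) from Vif-expressing HeLa A3G-eYFP cells; more signal means A3G escaped Vif-mediated degradation. Cells plated overnight, compound pinned in, incubated overnight at 37 deg C.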
GRP78 ERSR act = ER stress response induction in glioma. U87-MG GRP78 promoter luciferase reporter, 16 h. Potency, µM, inactives show top-dose activation, usual class: activators. 420,000 tested, 0.02% active. AID 602332; note: potency is the fitted concentration of half-maximal effect; series mostly up to about 76 µM; % of control where 0% means no effect; nearly all actives have a fitted effect of over 35% in size
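Stably transfected U87-MG glioma cells carrying a GRP78-based luciferase sensor; 16 h compound incubation. Luminescence end-point read 10 min after Bright-Glo addition at room temperature.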
LDHA inh = inhibitors of human lactate dehydrogenase A; P00338; purified LDHA, NADH/diaphorase-resazurin fluorescence; hits give low values; activity change, % (values are at about 110 or 230 µM); 480,000 tested, 0.15% active; AID 1347041; in the data active = activity change below about -30%; inconclusive = mostly about -25% to -30%;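 note: plate controls were DMSO wells for no effect and wells without enzyme for full effect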
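Human LDH5 (2 nM) was incubated with 0.06 mM NADH and 0.2 mM pyruvate for 5 min at room temperature in Tris pH 7.4. Remaining NADH was coupled through diaphorase/resazurin, and resorufin fluorescence was read at 0 and 20 min.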
PI4K2A block = PI4K2A (human) kinase inhibition. Q9BTU6. purified PI4K2A, ADP-Glo luminescence, 1 h; hits give low values. activity change, negative = inhibition, % at 76.9 µM. 420,000 tested, 0.13% active; in the data active = activity change below about -50%; inconclusive = mostly about -30% to -49%;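 note: -100% = wells without enzyme as full effect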
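In this quantitative HTS, ADP production by PI4K2A was quantified luminescently after 1 h at ambient temperature; 100 microM adenosine served as plate-quality control.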
* marks the source's active call; other numbers are inactive results; u = inconclusive; x = not tested or not shown; [ ] = another dose, or the depositor's remark. Unless noted, calls come from the whole dose curve; as a rule, active = well fitted curve in the direction sought with a large enough effect; inconclusive = small, poorly fitted or top-dose-only effect, or another doubt; inactive = no such curve, though single readings can be large; an effect the other way counts as inactive or inconclusive. Some of the compounds tested, so the mix of outcomes need not match the whole.

cpd	Compound	Vif-A3F inh	LDHA inh	Vif-A3G inh	TrxR1 substrate	RXFP1 ag
1	Cc1cccc(N(CC(=O)NCc2ccco2)S(=O)(=O)c2ccccc2)c1	-6%	-2	0%	x	x
2	N/C(CC(=O)NC1CCCCC1)=N\OCC(=O)Nc1ccc(Cl)c(Cl)c1	-19%	-1	-1%	-8%	-0.2%
3	Cc1ccc(C)c(CN2CCCNC2=O)c1	-2%	-10	-1%	-3%	2.1%
4	COc1ccc(-c2cc(C(=O)Nc3ccccc3N3CCOCC3)c3ccccc3n2)cc1OC	-15%	-2	-11%	7%	2.0%
5	COCCN(C(=O)COC(=O)/C=C/c1ccc(OC)c(OC)c1)c1c(N)n(Cc2ccccc2)c(=O)[nH]c1=O	1%	-5	0%	17%	0.1%
6	CCOC(=O)CSCC(=O)N1CCC(Cc2ccccc2)CC1	-5%	-2	1%	3%	-3.5%
7	Cc1nc(-n2nc(C)c(Cc3ccc4c(c3)OCO4)c2C)sc1C(=O)Nc1cccc(Cl)c1	2%	-2	0%	-18%	10%
8	CCc1ccc(C(=O)N2CCCC2)s1	-1%	-4	0%	-4%	0.1%

cpd	USP1 inh	IDH1 R132H inh	PI4K2A block	GRP78 ERSR act
1	-26%	-1%	-1	-4%
2	-9%	0%	0	0%
3	-15%	-3%	1	-5%
4	-11%	-5%	-3	-4%
5	-6%	0%	1	-5%
6	u	0%	0	-2%
7	9%	-14%	1	1%
8	5%	1%	4	-2%

More compounds:
cpd	Compound	Vif-A3F inh	LDHA inh	Vif-A3G inh	TrxR1 substrate	RXFP1 ag
9	COc1ccc(NC(=O)COC(=O)c2ccc(S(=O)(=O)N3CCCCCC3)cc2)c(OC)c1	2%	2	3%	0%	-2.1%
10	COc1ccc2c(c1)c1c(n2C)[C@@H]2CC=C(CO)[C@@H](C1)N2C	4%	0	1%	9%	x
11	CC(C)CC(=O)N1CCN(Cc2cccc([N+](=O)[O-])c2)CC1	0%	-17	0%	-2%	1.3%
12	C=CCn1nnc2sc3c(c2c1=O)CCC(C)C3 (configuration not stated)	-6%	0	2%	-8%	-1.3%
13	COc1cccc(OCC(=O)NC2CC(=O)N(c3cccc(OC)c3)C2)c1 (configuration not stated)	0%	0	4%	1%[57.1 µM]	2.7%
14	Nc1nc(SCC(=O)Nc2ccccc2)nc2nc3c(cc12)CCCC3	12%	-5	-15%	6%[57.1 µM]	0.4%
15	COc1ccc(C(=O)c2cc3ccc(O)cc3oc2=O)cc1	-8%	-1	-1%	-6%	0.9%
16	CCC1CCCCN1CCCNC(=O)c1sc2nc(C)cc(C)c2c1-n1cccc1 (configuration not stated)	2%	-3	5%	2%	-4.5%

cpd	USP1 inh	IDH1 R132H inh	PI4K2A block	GRP78 ERSR act
9	-16%	-1%	-3	-3%
10	-23%	-7%	5	-6%
11	-1%	3%	10	-5%
12	-6%	4%	-19	4%
13	-23%	9%	0	-2%
14	-3%	-1%	7	5%
15	-4%	0%	-53*	1%
16	u	13%	-2	-3%

(cont.)
cpd	Compound	Vif-A3F inh	LDHA inh	Vif-A3G inh	TrxR1 substrate	RXFP1 ag
17	CC(=O)NC1CC2CCCC(C1)N2Cc1ccc(C)cc1 (configuration not stated)	-21%	-8	2%	-2%	-0.1%
18	O=C(NCCNC(=O)c1cnccn1)c1ccc(Cl)c(Cl)c1	0%	-7	0%	1%	-1.0%
19	COc1ccc(CC(N)c2csc(Nc3cc(Oc4ccccc4)ncn3)n2)cc1 (configuration not stated)	x	-7	-12%	x	x
20	CCCOc1ccc(-c2c(C(=O)N/N=C/c3cccnc3)nnn2-c2nonc2N)cc1	1%	-11	-1%	-2%	0.7%
21	O=c1[nH]c(/C=C/c2cccnc2)c([N+](=O)[O-])c(=O)[nH]1	-5%	-2	2%	-22%[57.1 µM]	-1.5%
22	Cn1c(Cn2cnc3ccccc32)nnc1SCC(=O)CC(=O)Nc1ccccc1	4%	3	-2%	12%[57.1 µM]	0.4%
23	CCN(Cc1ccccc1)S(=O)(=O)c1ccc2c(c1)NC(=O)CS2	-1%	-3	-1%	-5%	2.7%
24	Cc1ccc(NC(=O)c2ccc3nc(N4CCOCC4)sc3c2)c(Cl)c1	-5%	-5	3%	6%	16%

cpd	USP1 inh	IDH1 R132H inh	PI4K2A block	GRP78 ERSR act
17	-10%	-7%	2	-3%
18	-5%	4%	1	-2%
19	x	x	0	-5%
20	-22%	3%	-3	-4%
21	-12%	-12%	u	-2%
22	-11%	1%	-5	3%
23	-8%	-8%	-2	-6%
24	-20%	17%	-5	0%

The listing continues:
cpd	Compound	Vif-A3F inh	LDHA inh	Vif-A3G inh	TrxR1 substrate	RXFP1 ag
25	CC(Sc1nnc(-c2ccc(Cl)cc2)n1N)C(=O)NCC1CCCO1 (configuration not stated)	2%	0	0%	-5%	-1.3%
26	CCNC(=S)NNC(=O)c1cc(CC(C)C)nc2ccccc12	3%	-6	1%	12%	0.0%
27	CCc1nc2ccc(C(=O)NCCN3CCOCC3)cn2c1N(CCC(C)C)CCN(C)C	x	-1	0%	x	x
28	CCc1ccc(NC(=O)c2cc3c(COC(C)=O)cnc(C)c3oc2=O)cc1	-13%	3	6%	1%[57.1 µM]	1.0%
29	O=C(c1cc(-c2ccccc2)nc2ccccc12)N1CCN(c2ccccc2O)CC1	-5%	2	0%	-4%[57.1 µM]	-0.5%
30	C#CCN(C[C@H]1[C@H](OC(=O)NCc2ccc(OC)c(OC)c2)[C@H](OC(=O)NCc2ccc(OC)c(OC)c2)C[C@H]2C(=O)N(c3ccccc3)C(=O)[C@@H]12)S(=O)(=O)c1ccc(C)cc1	-1%	-1	2%	x	x
31	Cn1c(=O)oc2cc(S(=O)(=O)N3CCC(C(=O)NCc4cccs4)CC3)ccc21	-8%	-2	5%	-7%	-0.8%
32	Cn1c(SCc2nc3ccccc3[nH]2)nnc1-c1ccccn1	-2%	-6	-3%	14%[57.1 µM]	2.8%

cpd	USP1 inh	IDH1 R132H inh	PI4K2A block	GRP78 ERSR act
25	0%	3%	-7	1%
26	-2%	6%	10	-2%
27	x	x	3	-2%
28	6%	20%	-1	-3%
29	-21%	5%	-1	-3%
30	-18%	14%	-4	-5%
31	-14%	-7%	3	-4%
32	-26%	10%	2	-1%

The closing 5 entries of the part before are carried over, then new ones follow.
cpd	Compound	Vif-A3F inh	LDHA inh	Vif-A3G inh	TrxR1 substrate	RXFP1 ag
28	CCc1ccc(NC(=O)c2cc3c(COC(C)=O)cnc(C)c3oc2=O)cc1	-13%	3	6%	1%[57.1 µM]	1.0%
29	O=C(c1cc(-c2ccccc2)nc2ccccc12)N1CCN(c2ccccc2O)CC1	-5%	2	0%	-4%[57.1 µM]	-0.5%
30	C#CCN(C[C@H]1[C@H](OC(=O)NCc2ccc(OC)c(OC)c2)[C@H](OC(=O)NCc2ccc(OC)c(OC)c2)C[C@H]2C(=O)N(c3ccccc3)C(=O)[C@@H]12)S(=O)(=O)c1ccc(C)cc1	-1%	-1	2%	x	x
31	Cn1c(=O)oc2cc(S(=O)(=O)N3CCC(C(=O)NCc4cccs4)CC3)ccc21	-8%	-2	5%	-7%	-0.8%
32	Cn1c(SCc2nc3ccccc3[nH]2)nnc1-c1ccccn1	-2%	-6	-3%	14%[57.1 µM]	2.8%
33	Cn1nnc(NC(=S)NC(=O)/C=C/c2ccco2)n1	8%	5	0%	9%[11.4 µM]	-1.0%
34	CCNS(=O)(=O)c1ccc(NC(=O)c2c(-c3ccccc3)noc2C)cc1	17%	-8	-1%	-8%	-0.3%
35	Cc1n[nH]c(=O)n1-c1ccc(C(C)(C)C)cc1	12%	-7	0%	2%[57.1 µM]	1.0%
36	COc1ccc2ccc(OCC(=O)N3c4ccccc4NC(=O)CC3C)cc2c1 (configuration not stated)	-4%	3	-29%	6%	0.2%
37	Cc1ccc(NC(=O)CN2C(=O)c3ccccc3Sc3ccc(C(=O)N4CCCC4)cc32)cc1	1%	-7	-3%	6%[57.1 µM]	1.4%
38	O=C(O)CC(NC(=O)CCc1ccccc1)c1ccc(Cl)cc1 (configuration not stated)	1%	0	2%	2%	3.8%
39	CC(C)c1ccc(OCC(=O)Nc2cccc(C(=O)Nc3ccccc3C(=O)O)c2)cc1	15%	-5	1%	6%[57.1 µM]	-0.1%
40	CNC(=O)C[C@H]1C(=O)N(CCc2ccccc2)C[C@@H]1CSC	-6%	-7	2%	x	x
41	COC(=O)[C@@H](NC(=O)NC1CCN(Cc2ccccc2)CC1)C(C)C	7%	-9	-2%	9%	0.1%

cpd	USP1 inh	IDH1 R132H inh	PI4K2A block	GRP78 ERSR act
28	6%	20%	-1	-3%
29	-21%	5%	-1	-3%
30	-18%	14%	-4	-5%
31	-14%	-7%	3	-4%
32	-26%	10%	2	-1%
33	-21%	0%	-8	-4%
34	-6%	6%	-4	-1%
35	6%	1%	2	4%
36	-20%	12%	-6	-5%
37	-2%	14%	-6	-2%
38	-17%	2%	-2	-4%
39	u	2%	-17	2%
40	-32%	6%	-4	0%
41	-11%	5%	-10	-4%
